A549 tox: Nrf2 qHTS screen for inhibitors: counterscreen for cytotoxicity | A549 ARE-Fluc cells, CellTiter-Fluor viability, 18-24 h | Potency, µM (series often up to 46 µM), inactives show top-dose activity change, negative = cytotoxicity, hits mostly inhibitors | 390,000 compounds, 0.16% hits; also: potency is read from the fitted curve at half-maximal effect; % is scaled to controls: 0 for no effect and ±100 for the full control effect
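A549 ARE_Fluc cells in 5% FBS OPTI-MEM were exposed to compounds in concentration-response for 18-24 h at 37 deg C. Viability was read by CellTiter-Fluor fluorescence (Ex 405/Em 525) after 30 min, before the luciferase read.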
HepG2 viability: qHTS for Inhibitors of TGF-b: Cytotox Counterscreen. HepG2 CAGA-GFP viability, ATP luminescence, 18 h. Potency, µM (titrated, usually from 46.1 µM), inactives show at the highest dose activity change, negative = cytotoxicity, most hits filed as cytotoxic. 410,000 compounds, 0.76% hits. AID 588856, 2011; also: potency is read from the fitted curve at half-maximal effect; some results filed as inactive show a strong effect at the top dose
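HepG2 CAGA-GFP cells (1000/well, DMEM with 1% FBS) received compound, then TGF-beta at 500 pg/mL final, and were incubated 18 hours at 37 degrees C. Viability was read by CellTiter-Glo luminescence. Media-only wells were set as complete cell-killing and DMSO as no toxicity.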
Nrf2 block: Nrf2 qHTS screen for inhibitors | A549 ARE-Fluc reporter, luciferase luminescence, 18-24 h | Potency, µM (titrated, usually from 46 µM), inactives show at the highest dose activity change, negative = inhibition, hits mostly inhibitors | 360,000 compounds, 2.1% hits; also: potency is read from the fitted curve at half-maximal effect; % is scaled to controls: 0 for no effect and ±100 for the full control effect; nearly all actives have a fitted effect of over 60% in size
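Nrf2 function is reported as luminescence of an ARE-controlled luciferase in A549 cells. Compounds were tested at several concentrations, and a CellTiter-Fluor read on the same wells flagged cytotoxicity.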
CCT modulator: High-Throughput Screening for Modulators of Cytosolic Chaperonin Activity | purified chaperonin ATPase assay, HTRF ADP detection, 30 min | activity change, % (test concentration not listed), hits read low | 360,000 compounds, 0.3% hits | AID 651819, 2012; in the data active = activity change below about -30%; also: % is scaled to controls: 0 for no effect and ±100 for the full control effect
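TRiC (40 or 20 nM final, by batch activity) in 30 mM Tris pH 7.4, 100 mM KCl, 5 mM MgCl2, 1 mM DTT was treated with compound at 76 uM single dose, then 10 uM ATP, 30 min at 37 °C. ADP was read by HTRF Transcreener.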
Nrf2 activator: qHTS of Nrf2 Activators. AREc32 ARE-luciferase reporter (MCF7-derived line), luminescence, 24 h. 410,000 compounds, 0.31% hits. Potency, µM (doses to about 46.1 µM), for inactives: at the top dose activation, usual class: activators. AID 624171, 2012; also: potency is read from the fitted curve at half-maximal effect; % of control where 0% means no effect; nearly all actives have a fitted effect of over 65% in size
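Nrf2 activation is followed as ARE-luciferase induction in the AREc32 line after one day of compound treatment; luminescence is read with Steady-Glo.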
pAkt inh: HTS Assay for Inhibitors of Akt Phophorylation: Primary Screen | Neuro2A IGF-stimulated pAkt S473 HTRF, 20 min; hits give low values | activity change, % for hits at 50 µM | 360,000 compounds, 0.32% hits | AID 651550, 2012; in the data active = activity change below about -80%; inconclusive = mostly about -51% to -80%; also: % is scaled to controls: 0 for no effect and ±100 for the full control effect
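Neuro2A cells (4,500/well, DMEM with 0.5% FBS) were treated with compound at a single 50 µM final concentration, stimulated with 6 nM IGF for 20 min at 37 °C, and lysed. Phospho-Akt Ser473 was read by HTRF as 665/615 ratio ×10^4.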
Abeta yeast res: qHTS for compounds that reverse cellular toxicity of Amyloid beta (A-beta) peptide in yeast: Primary Screen; Potency, µM (doses to about 46.1 µM), inactives show top-dose growth rescue, usual class: activators; yeast expressing A-beta42, growth rescue, OD600, 48 h; response scale: 0% DMSO, 100% iron-clioquinol control; 410,000 compounds, 0.063% hits; AID 1347071, 2019; also: potency is read from the fitted curve at half-maximal effect; nearly all actives have a fitted effect of over 55% in size
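Yeast A-beta toxicity model in growth medium with pinned compounds, 48 h at 30 C; growth read as absorbance at 600 nm. Normalized to FeCl3/clioquinol equimolar mix (positive) and DMSO (negative).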
Mm-Cpn inhibitor: Inhibitors of TCP-1 ring complex (TRiC) of Methanococcus maripaludis (MmCpn): qHTS; Chaperonin Mm-Cpn (Methanococcus maripaludis); purified Mm-Cpn ATPase, ADP Transcreener TR-FRET; Potency, µM (top dose mostly 76.9 µM), for inactives: at the top dose activity, negative = inhibition, most hits filed as inhibitors; 330,000 compounds, 0.031% hits; also: potency is read from the fitted curve at half-maximal effect; % is scaled to controls: 0 for no effect and ±100 for the full control effect; nearly all actives have a fitted effect of over 80% in size
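Purified archaeal chaperonin (25 nM final) was preincubated with compound for 10 min at 37°C, then ATP (10 uM final) was added for 30 min at 37°C in Tris pH 7.4/KCl/MgCl2/DTT buffer. ADP was quantified by HTRF Transcreener TR-FRET.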
TGFb inhibitor: qHTS for Inhibitors of TGF-b. Potency, µM (series often up to 46.1 µM), for the others: at the top dose activity, negative = inhibition, most hits filed as inhibitors. HepG2 CAGA-GFP TGF-b/SMAD3 reporter, GFP fluorescence, 18 h; TGF-beta stimulated, 500 pg/mL final. 410,000 compounds, 1.2% hits; also: potency is read from the fitted curve at half-maximal effect; % is scaled to controls: 0 for no effect and ±100 for the full control effect; nearly all actives have a fitted effect of over 65% in size
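Inhibition was scored as loss of TGF-beta-induced (500 pg/mL final, 18 hours, 37 degrees C) GFP in HEPG2 cells carrying a CAGA-GFP reporter, in DMEM with 1% FBS. Well GFP was summed per cell; Activity was normalised to unstimulated and stimulated DMSO wells, then concentration-response fitting.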
* hit, by the source's call; i = inactive; ? = inconclusive; . = not tested or not shown; & = joins results of further samples; [ ] = remark or other dose. Unless noted, calls follow the shape of the dose curve; as a rule, active = well fitted curve in the direction sought with a large enough effect; inconclusive = small, poorly fitted or top-dose-only effect, or another doubt; inactive = no such curve, though single readings can be large; an effect the other way counts as inactive or inconclusive. Not a hit list. Share with any hit: about 4.3%.

SMILES	A549 tox	HepG2 viability	Nrf2 block	CCT modulator	Nrf2 activator	pAkt inh	Abeta yeast res	Mm-Cpn inhibitor	TGFb inhibitor
CCc1ccc([C@@H]2CC=C(C(=O)O)[C@H](c3ccc(Cl)cc3)N2S(=O)(=O)c2ccc(C)cc2)cc1	-7%	-58%	?	1.0	-0.1%	i	6%	2%	?
CC(=O)Nc1ccc2[nH]c3ccccc3c2c1	-7%	0%	-23%	-1.3	3.8%	i	-4%	-1%	13%
CC[C@@]12C(=O)N(c3ccc(C)cc3)C(=O)N1[C@H](c1ccc(Br)cc1)[C@@H]1C(=O)N(C(C)(C)C)C(=O)[C@@H]12	-12%	-2%	-16%	-0.1	4.1%	i	2%	1%	?
CC1CC(C)CN(C(=O)COC(=O)c2ccc3c(c2)OCCO3)C1 (stereo not given)	0%	5%	2%	-1.1	-0.5%	i	2%	-1%	20%
Cc1cc(=O)oc2c3c(cc(OCC(=O)N4CCC(C(=O)O)CC4)c12)OC(C)(C)CC3	1%	-8%	-4%	-0.1	-1.0%	i	-13%	-9%	1%
O=C(NCCO)/C(=C\c1cccs1)NC(=O)c1cccs1	-2%	8%	1%	-2.2	-0.4%	i	-6%	1%	10%
COc1ccc(S(=O)(=O)N2CCC(C(=O)NCCN3CCOCC3)CC2)cc1C	-7%	-33%	26%	0.4	-0.5%	i	-5%	1%	?
CN(C)C(CNC(=O)Cc1cccc(C(F)(F)F)c1)c1ccccc1 (stereo not given)	-3%	-17%	-12%	-1.0	3.9%	i	1%	-1%	-20%
CCCCCCN1C[C@@H](O)[C@H](n2cc(C3CC3)nn2)C[C@@H]1c1ccc(OC)cc1	.	-18%	.	1.3	2.5%	i	-1%	.	-1%
CN(C)c1ccc(NC(=O)CSc2nc3ccsc3c(=O)n2CCCCCC(=O)O)cc1	-3%	-34%	.	.	0.3%	.	-1%	.	0%
CC1(C)Cc2c(sc3c2C2=NCCN2C=N3)CO1	8%	2%	2%	1.4	-1.7%	i	-19%	.	-2%
CCCCCCCCCCOC(=O)c1csc2nnsc12	3%	-16%	3%	-1.2	-0.7%	i	-7%	0%	2%
CC(C)OCCCNC(=O)CCSc1ccc(Cl)cc1	2%	-17%	.	-0.9	0.0%	i	0%	1%	25%
CCOC(=O)C1CCN(Cc2oc(CO)cc(=O)c2O)CC1	0%	2%	4%	1.0	-0.6%	i	-14%	1%	6%
O=C(Nc1cc(Br)ccc1O)C1CC(c2c(F)cccc2Cl)=NO1 (stereo not given)	-1%	-58%	-5%	0.1	27%	i	13%	1%	?
COC(c1ccccc1)c1nnc(CCC(=O)N2CCCCCCC2)o1 (stereo not given)	-21%	-27%	?	1.2	-0.6%	i	0%	4%	-15%
Cc1ccccc1Nc1nc(N)nc(CSCc2c(C)noc2C)n1	2%	1%	?	-3.2	0.7%	i	3%	-2%	-1%
CCOC(=O)NN1C(=O)c2ccccc2NC1c1ccccc1F (stereo not given)	6%	-23%	-25%	-0.7	0.2%	i	-6%	-3%	-21%
O=C(Cc1ccc(NC2=NC3CS(=O)(=O)CC3S2)cc1)N1CCN(c2ccc(F)cc2)CC1 (stereo not given)	1%	-17%	17%	-1.9	-0.1%	i	-5%	0%	0%
COc1ccc(S(=O)(=O)N(C)CC(=O)Nc2ccccc2C(F)(F)F)cc1OC	-3%	17%	-4%	-1.4	0.0%	i	-3%	-1%	7%
Cc1cc(C(=O)OCC(=O)Nc2ccc(S(=O)(=O)N3CCOCC3)cc2)c(C)o1	1%	3%	3%	-0.3	-0.2%	i	-1%	0%	?
O=C(NNC(=O)c1cccs1)c1csc(N2CCOCC2)n1	-2%	0%	1%	0.8	0.2%	i	3%	1%	0%
Cc1[nH][nH]c(=O)c1C(c1ccccc1[N+](=O)[O-])C(C#N)C#N (stereo not given)	2%	-5%	-19%	-1.0	-0.6%	i	-21%	4%	-14%
CN(c1ccccc1)S(=O)(=O)c1nnc(NC(=O)C2CCCCC2)s1	0%&2%	-15%&-30%	?	-2.6	0.1%&3.0%	i	6%&-9%	0%	0%&-19%
COc1cccc(/C=C2\SC(=S)N(CCC(=O)Nc3ccc(O)cc3)C2=O)c1	1%	-14%	16%	-1.0	26%	i	12%	1%	0%

For convenience, some entries already given:
SMILES	A549 tox	HepG2 viability	Nrf2 block	CCT modulator	Nrf2 activator	pAkt inh	Abeta yeast res	Mm-Cpn inhibitor	TGFb inhibitor
CN(c1ccccc1)S(=O)(=O)c1nnc(NC(=O)C2CCCCC2)s1	0%&2%	-15%&-30%	?	-2.6	0.1%&3.0%	i	6%&-9%	0%	0%&-19%
COc1cccc(/C=C2\SC(=S)N(CCC(=O)Nc3ccc(O)cc3)C2=O)c1	1%	-14%	16%	-1.0	26%	i	12%	1%	0%

Later entries:
SMILES	A549 tox	HepG2 viability	Nrf2 block	CCT modulator	Nrf2 activator	pAkt inh	Abeta yeast res	Mm-Cpn inhibitor	TGFb inhibitor
COc1cccc(C(C(=O)NCC2CCCO2)N(C(=O)Cn2nnc3ccccc32)c2ccc(NC(C)=O)cc2)c1OC (stereo not given)	-8%	2%	?	-7.4	-0.5%	i	-5%	0%	11%
O=C(/C=C/c1ccc(Cl)cc1)N(Cc1cccs1)C1CCS(=O)(=O)C1 (stereo not given)	7%	-1%	-3%	-1.7	3.4%	i	14%	1%	-19%
O=C(CN1CCN(S(=O)(=O)c2ccccc2)CC1)Nc1ccc(Cl)cn1	1%	-3%	?	0.2	-1.0%	i	2%	-1%	-4%
Cc1cccc(N2CCN(c3ncnc4onc(-c5ccc(F)cc5)c34)CC2C)c1 (stereo not given)	9%	-25%	24%	.	9.0%	.	-43%[inhibitor]	.	?
CN(CC1COc2ccccc2O1)C(=O)c1cccc(S(=O)(=O)N2CCCC2)c1 (stereo not given)	-5%	-4%	3%	-0.2	-0.5%	i	4%	2%	-9%
C#CCn1cc(/C=N/Nc2nc3ccccc3[nH]2)c2ccccc21	-10%	-5%	?	-19	1.9%	i	-13%	-2%	?
Cc1ccc2onc(CNC(=O)NCc3cccc(Cl)c3)c2c1	9%	-13%	17%	.	3.2%	.	13%	.	-6%
S=C(c1ccccc1)N1CCN(C(=S)c2ccccc2)CC1	-3%	15%	4%	-2.1	3.7%	i	7%	?	-3%
CCN(CC)CCOC(=O)c1ccc(NC(=O)/C=C/c2cccs2)cc1	-4%	-19%	-14%	-6.9	6.5%	i	-12%	0%	18%
O=c1cc(CSc2ccccc2)nc(-c2ccccc2)[nH]1	1%	0%	3%	-2.5	-0.1%	i	-11%	-1%	12%
CCOC(=O)c1cc(C(=O)c2cc(Br)ccc2O)coc1=N	4%	-5%	2%	-1.2	5.4%	i	5%	-2%	-15%
Cc1c(Cl)cccc1NC(=O)Cn1cnc(S(=O)(=O)N2CCCC2)c1	-1%&8%	-9%&-20%	4%&41%	-1.9	-0.7%&0.1%	i	1%&-3%	-1%	?
CC(C)CCNC(=O)NC(=O)COC(=O)CNC(=O)C1CCCCC1	-14%	-6%	-6%	-0.3	-1.1%	i	15%	0%	-9%
O=C(CCCN1C(=O)/C(=C/c2ccccc2OC(F)F)SC1=S)Nc1cccnc1	?	-41%	-28%	-5.4	?	i	3%	1%	?
CCc1ccccc1NC(=O)C1C2C=CC(O2)C1C(=O)O (stereo not given)	-3%	6%	13%	0.2	-1.1%	i	0%	0%	-4%
COC(=O)CCC(=O)N1CCCC(CNS(=O)(=O)c2ccc(OC)cc2)C1 (stereo not given)	-1%	6%	-5%	-0.5	0.3%	i	-1%	-2%	-3%
CCCN1CCC(=O)N(CCOc2ccccc2)CC1	-7%	5%&29%	11%	-1.4	0.0%	i	-5%	2%	20%&16%
COc1ccc2cc(C3(C)NC(=O)NC3=O)ccc2c1 (stereo not given)	-1%	-7%	?	-2.5	6.0%	i	-7%	-1%[15.4 µM]	12%
CCCN(Cc1ccccc1)C(=S)Nc1ccc(C(C)=O)cc1	-9%	0%	18%	-1.1	-0.1%	i	29%	-1%	12%
C=CCNCC(=O)NN=C(c1ccccc1)c1ccccc1	3%	0%	.	-4.2	0.1%	i	-11%	-1%	32%[activator]
CCOC(=O)[C@]12CCCC=C1N(Cc1ccc(Cl)cc1Cl)C(=O)[C@H](CC(=O)NCc1cccs1)C2	.	.	.	-0.2	12%	i	0%	.	.
COc1ccc(Br)cc1CNC(=O)CSc1cc(=O)n(C)c2ccccc12	2%	-44%	5%	.	0.4%	.	-9%	.	-44%
CCOC(=O)c1c(NC(=O)Cn2nc(C(F)F)cc2C(F)F)sc(C)c1C	4%	-42%	3%	-10	-0.2%	i	8%	2%	-17%
CN(C)c1ccc(N=Cc2nc(-c3ccccc3)oc2OC(=O)c2cccc(Br)c2)cc1	-13%	-12%	13%	-2.9	2.5%	i	17%	1%	0%
Cc1ccnc(NC(=O)c2ccc3c(c2)NC(=O)C(C)S3)c1 (stereo not given)	-6%	-7%	?	-0.8	-2.9%	i	-16%	-6%	-8%

From PubChem
